# hERG WT inh – qHTS for Inhibitors of KCHN2 3.1: Wildtype qHTS | Voltage-gated inwardly rectifying potassium channel KCNH2 (Homo sapiens), Q12809 | activity change, % at 1.84 µM | 340,000 tested, 0.37% active | AID 720551, 2013 | U2OS, BacMam KCNH2, thallium flux FluxOr; hits give low values;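 active means maximum activity change below -70%; inconclusive means maximum activity change between -70% and -50%; inactive means maximum activity change above -50%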; further: on the % scale 0 is the no-effect control and ±100 the full control effect
#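 U2OS cells were transduced with wild-type KCNH2 virus (2.03 x 10^8 / mL) for 4 h at room temperature, then cultured overnight at 37 C. Thallium flux was read with FluxOr dye. Rate constants were normalized to DMSO controls.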
# FBPA coupling cs – qHTS Assay for Inhibitors of Fructose-1,6-bisphosphate Aldolase from Giardia Lamblia: Coupling assay counterscreen; coupling enzyme system counterscreen, AmpLite Red fluorescence; activity change, negative = inhibition, % at 58.2 µM, hits read low; 290,000 tested, 0.67% active; AID 2472, 2010; in the data active means activity change below about -30%; further: on the % scale 0 is the no-effect control and ±100 the full control effect
#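 First, compound is pin-transferred into glyceraldehyde-3-phosphate coupling-enzyme reagent at 57.5 uM final and held 10 min at RT. Next, substrate, coupling system and AmpLite Red are added. After 20 min RT, fluorescence (525/598 nm) is read.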
# TSHR antagonist – Antagonists of the Thyroid Stimulating Hormone Receptor: HTS campaign; activity change, negative = inhibition, % at 11.5 µM; 330,000 tested, 0.2% active; TSHR-expressing cells, TSH-stimulated cAMP HTRF, 2 h; hits give low values; AID 504810, 2011;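 active means activity change below a set negative limit, meaning inhibition stronger than a set level, cut at about -70% in these data; inconclusive means activity change between two set negative limits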; further: on the % scale 0 is the no-effect control and ±100 the full control effect
# Target sequence (P16473 whole entry, looked up): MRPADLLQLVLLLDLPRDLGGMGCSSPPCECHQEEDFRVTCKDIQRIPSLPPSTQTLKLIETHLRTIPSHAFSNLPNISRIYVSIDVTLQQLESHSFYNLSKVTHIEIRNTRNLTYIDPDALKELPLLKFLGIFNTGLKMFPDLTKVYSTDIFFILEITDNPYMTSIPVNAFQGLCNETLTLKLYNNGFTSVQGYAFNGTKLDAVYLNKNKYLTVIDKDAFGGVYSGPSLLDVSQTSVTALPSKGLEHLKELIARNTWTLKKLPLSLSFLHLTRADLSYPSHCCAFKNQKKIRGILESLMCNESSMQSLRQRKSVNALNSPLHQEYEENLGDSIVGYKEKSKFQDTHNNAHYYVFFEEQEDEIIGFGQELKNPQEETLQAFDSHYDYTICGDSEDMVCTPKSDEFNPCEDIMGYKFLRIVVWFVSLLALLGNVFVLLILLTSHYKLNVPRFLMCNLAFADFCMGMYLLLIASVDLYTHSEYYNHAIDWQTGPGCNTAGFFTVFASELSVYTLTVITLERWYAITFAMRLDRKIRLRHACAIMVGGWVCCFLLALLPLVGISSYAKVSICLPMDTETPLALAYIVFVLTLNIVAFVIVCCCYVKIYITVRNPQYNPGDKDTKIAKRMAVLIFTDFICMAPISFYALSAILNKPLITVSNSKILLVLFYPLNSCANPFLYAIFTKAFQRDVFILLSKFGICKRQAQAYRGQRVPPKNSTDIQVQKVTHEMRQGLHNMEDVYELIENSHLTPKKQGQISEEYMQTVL
#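 Inhibition of cAMP made by TSHR-expressing cells under TSH stimulation (4nM final, EC80; 2 h, 37 deg C) is quantified with a one-step lysis HTRF kit, anti-cAMP cryptate versus cAMP-d2.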
# TCR activator – Activators of T cell receptors: qHTS campaign; primary human leukocytes, anti-CD3, IL-2 HTRF, 48 h; Potency, µM (titrated, usually from 9.22 µM), without a hit: top-dose activation of IL-2 secretion, actives largely listed as activators; 330,000 tested, under 10 active; AID 504894, 2011; further: % of control where 0% means no effect
#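 TCR engagement came from a-CD3 beads alone, with compounds added to primary human leukocytes for 48 hr. Secreted IL-2 bridged europium cryptate- and d2-labelled anti-IL-2 antibodies, giving FRET emission at 665nm after 320nm excitation.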
# GALK inh – qHTS Assay for Inhibitors of Human Galactokinase (GALK); P51570; Purified GALK, Kinase-Glo residual ATP luminescence; Potency, µM (doses to about 57.5 µM), for inactives: top-dose activity change, negative = inhibition, actives largely listed as inhibitors; 270,000 tested, 0.007% active; further: potency means the concentration at half of the fitted maximal effect; on the % scale 0 is the no-effect control and ±100 the full control effect
#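 ATP-depletion format; final 35 uM ATP, 100 uM D-galactose, 5 nM enzyme; pH 8.0 HEPES/Mg2+ buffer; 60 min RT; luminescence read 10 min after detection reagent.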
# MLL CXXC-DNA inh – qHTS Fluorescence Polarization Assay for Inhibitors of MLL CXXC domain - DNA interaction; Histone-lysine N-methyltransferase 2A (Homo sapiens), Q03164; MLL-CXXC / FITC-HOXA9 DNA fluorescence polarization; Potency, µM (titrated, usually from 115 µM), inactives show at the top dose activity change, negative = inhibition, hits mostly inhibitors; 290,000 tested, 0.037% active; AID 2662, 2010; active means well fitted inhibition curve with a large enough effect in the polarisation, with a control signal flat, not every such curve was filed as active; inconclusive means small, poorly fitted or top-dose-only effect, or effect the other way, or a change in a side signal; inactive means no such curve, though single readings can be large or run the other way; the % refers to the polarisation; further: potency means the concentration at half of the fitted maximal effect
#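 Steps: dispense CXXC domain solution (7 uM) → pin compounds or unlabeled HOX-A9 DNA control → 5 min ambient → add FLSN-HOX-A9 solution (50 nM) → spin → 30 min ambient → fluorescence polarization. Tris pH 7.5/NaCl/DTT/BSA buffer.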
# Chronic BCR inh – qHTS Assay to Find Inhibitors of Chronic Active B-Cell Receptor Signaling; 340,000 tested, 0.05% active; Potency, µM (doses to about 46.1 µM), for the others: at the highest dose ratio change, negative = lower green/red ratio, hits mostly inhibitors; ABC-DLBCL IkBa-CBG/CBR reporter, luminescence ratio, 4 h; active means well fitted inhibition curve with a large enough effect in the signal ratio, with a control signal flat, not every such curve was filed as active; inconclusive means small, poorly fitted or top-dose-only effect, or effect the other way, or a change in a side signal; the % refers to the signal ratio;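 further: potency means the concentration at half of the fitted maximal effect; plate controls were basal doxycycline-induced cells for no effect and cells given 10 µM MG132 for full effect; MG132 reads +100%, hits lower the ratio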
#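 Cell line TMD8 (human ABC DLBCL), stably expressing tet-inducible CBG68-IkBa fusion and CBR; IMDM/0.5% FBS; cpd up to 46 uM; dox induction, 4 h, 37C/5% CO2; dual luminescence; green/red ratio; MG132 control.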
# Tb PFK inh – qHTS Assay to Find Inhibitors of T. brucei phosphofructokinase. T. brucei PFK, ADP-Glo luminescence. Potency, µM (top dose mostly 57.5 µM), without a hit: at the highest dose activity, negative = inhibition, actives largely listed as inhibitors. 330,000 tested, 0.17% active;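 further: potency means the concentration at half of the fitted maximal effect; 0% = uninhibited 1x PFK enzyme wells and -100% = no-enzyme wells; nearly all actives have a fitted effect of over 60% in size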
#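 In TEA buffer at pH 8.0 with 5 mM MgCl2, enzyme (1.25 nM) converted F6P (0.5 mM) and ATP (0.1 mM) for 45 min at room temperature. ADP product was read by luciferase luminescence.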
# AT treatment – qHTS Assay for Identifying a Potential Treatment of Ataxia-Telangiectasia; […] A-T fibroblasts, KAP-1 phosphorylation AlphaLISA; neocarzinostatin DNA damage 30 min before lysis; Potency, µM (titrated, usually from 57.5 µM), without a hit: at the top dose activation, actives largely listed as activators; 320,000 tested, 0.19% active; AID 485349, 2010; further: potency means the concentration at half of the fitted maximal effect; % of control where 0% means no effect; nearly all actives have a fitted effect of over 45% in size
#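 hTERT-immortalized A-T patient fibroblasts ([…]), 500 cells/well in OPTI-MEM, 1% FBS, got compounds for 60 min, then NCS for 30 min at 37C. Lysates were then assayed for phospho-KAP-1 by AlphaLISA (anti-pKAP1 donor, anti-KAP1 acceptor beads), 6 hr at 25C.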
# Giardia killer – Small Molecules that selectively kill Giardia lamblia: qHTS | activity change, % at 7.66 µM, hits read low | AID 540267, 2011 | Giardia lamblia trophozoite viability | 340,000 tested, 0.15% active; in the data active means activity change below about -80%; inconclusive means between about -30% and that limit;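 further: parasites exposed to compound for two days anaerobically before the ATP read; on the % scale 0 is the no-effect control and ±100 the full control effect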
#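 Killing of trophozoites was scored by loss of ATP luminescence after a 48 hrs anaerobic exposure to compounds at 37 deg C, using 100 cells per well.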
# The depositor's hits bear a star; ? = inconclusive; . = not tested or not shown; [ ] = remark or other dose. Unless noted, the call rests on the fitted dose curve; in most records, active means well fitted curve in the direction sought with a large enough effect; inconclusive means small, poorly fitted or top-dose-only effect, or another doubt; inactive means no such curve, though single readings can be large; an effect the other way counts as inactive or inconclusive.
SMILES,hERG WT inh,FBPA coupling cs,TSHR antagonist,TCR activator,GALK inh,MLL CXXC-DNA inh,Chronic BCR inh,Tb PFK inh,AT treatment,Giardia killer
Cn1c(=O)c2c(SCC(=O)N3CCOCC3)nc(CC(C)(C)C)nc2n(C)c1=O,.,1,-17,2%[46.1 µM],-2%,-8%,-7%,5%,-1%,.
O=C(NCc1ccco1)c1nc2c(nnn2Cc2cccc(Cl)c2)c(=O)[nH]1,28,3,-12,2%,1%,-13%,12%,-2%,1%,1
O=C(Nc1nc2ccsc2c(=O)s1)c1ccco1,-1,4,-3,-4%,-1%,91%[activator],?,?,-2%,-5
Cc1ccc(-c2ccccc2NC(=O)CS(=O)CC(=O)Nc2ccc(C)c(Cl)c2)o1 (configuration not stated),-11,2,-10,2%,7%,2%,?,-1%,-2%,?
COc1ccc(N2CCN(C(=O)COC(=O)Cc3cccc(OC)c3)CC2)cc1,-6,.,4,-2%,.,.,-3%,0%,-9%,-3
O=C(CC(NC(=O)c1ccccc1)c1ccccc1)Nc1ccc(F)c(F)c1 (configuration not stated),0,-5,-3,2%,4%,0%,?,-1%,2%,6
COc1ccc(CCNC(=S)N2CCN(S(=O)(=O)c3cccc(F)c3)CC2)cc1,10,.,7,-1%,.,.,0%,-9%,0%,2
CN(CC(=O)Nc1ccccc1-c1ccccc1)Cc1ccccc1Cl,-2,1,-7,-4%,7%,4%,8%,0%,9%,-18
C/C(O)=C(\C#N)c1nc2ccccc2[nH]1,-24,0,4,3%,1%,-14%,?,1%,1%,-2
CC1(C)Cc2c(sc(NC(=O)C(=O)N3CCCC3)c2C(=O)O)CO1,2,.,1,0%,6%,-5%,-4%,0%,4%,-9
COc1ccc(OC)c(/C=N/NC(=O)c2[nH]nc3c2CCc2ccccc2-3)c1,1,-2,-33,3%[46.1 µM],-1%,-1%,?,5%,4%,-1
COc1ccc(C(=O)Nc2ccc(NC(=O)c3cc(OC)c(OC)c(OC)c3)cn2)cc1,1,1,-5,-2%,0%,-3%,-1%,13%,5%,23
CCOc1cc(CNc2ncnc3nc[nH]c23)ccc1OC,9,-1,-7,1%,-1%,0%,-7%,-6%,-5%,14
Cc1noc(C)c1CSc1ccccc1C(=O)N(C)CC(=O)Nc1cccc(F)c1,3,.,-10,-5%,.,.,?,-2%,6%,14
CCC(=O)c1ccc(OCC(O)CN2CCN(S(=O)(=O)N3CCCCC3)CC2)cc1 (configuration not stated),30,3,5,12%,-5%,-2%,-9%,0%,-8%,3
COc1ccc(CCNC(=O)CSc2nc(C)nc3sccc23)cc1OC,0,1,-3,6%,-2%,-3%,-4%,-1%,?,7
O=C(NNC(=S)Nc1ccc(Cl)cc1Cl)c1ccncc1,0,9,4,6%[46.1 µM],0%,7%,?,-1%,-4%,-2
COC(=O)C1CN(C(=O)COc2ccc(Cl)cc2C)c2ccccc2O1 (configuration not stated),18,-4,-13,-3%,.,1%,0%,-2%,-11%,-3
Cc1c(CN2CCC(C(=O)Nc3ccc(Oc4ccccc4)nc3)CC2)cnn1C,-1,.,-4,-2%,-4%,7%,3%,0%,9%,3
CC(C)(C)N1CC2([N+](=O)[O-])CN(C(C)(C)C)CC([N+](=O)[O-])(C1)C2,-15,-4,36,3%,0%,-4%,7%,4%,-3%,-1
CN(C)CCOCCP(=O)(c1ccccc1)c1ccccc1,8,3,21,-2%,-2%,-13%,-1%,1%,16%,-14
CCN(CC)Cc1c(O)ccc2c(=O)c(-c3ccc(Cl)cc3)coc12,4,-1,-7,-8%,-1%,11%,-3%,4%,-9%,-1
COC(=O)c1ccc(COc2ccc3c4c(c(=O)oc3c2)CCC4)o1,-2,-3,1,1%,0%,13%,0%,-11%,1%,28
CCC(=O)N(Cc1ccc(C)cc1)Cc1cc2cc3c(cc2[nH]c1=O)OCO3,9,-3,-1,2%,-3%,6%,11%,2%,3%,13
O=C(CCSCc1ccc(Cl)cc1)NCc1cccs1,-6,0,-14,-1%,0%,8%,16%,0%,3%,3
CCOc1ccc(/C=N/NC(=O)c2nnn(-c3nonc3N)c2CN2CCC(C)CC2)cc1,-14,-3,10,-9%,-1%,22%,-1%,-4%,-3%,4
CC(=O)c1ccc(NC(=O)Cn2c3ccccc3c3nc(=O)cc(C)n32)cc1,8,2,8,4%,1%,2%,-30%,-12%,-1%,13
COc1ccc(C(=O)O/N=C(\C)c2cnccn2)cc1,-7,1,7,8%,4%,10%,?,-7%,6%,-19
CCC/C(O)=C1\C(=O)CC(c2ccccc2)CC1=NC(C)C(=O)O (configuration not stated),-12,2,-6,2%[46.1 µM],0%,4%,1%,0%,3%,5
CCOc1ncccc1C(=O)NC(C)CCc1ccccc1 (configuration not stated),0,1,0,1%,5%,8%,5%,-3%,5%,16
Cc1ccccc1-c1cc(C(=O)NCc2cccs2)nn1CC1CC(c2cccc([N+](=O)[O-])c2)=NO1 (configuration not stated),3,.,-7,5%,.,.,4%,-10%,-2%,12
COc1ccc(CCN(C)C(=O)c2ccc(S(=O)(=O)Nc3ccccc3C)cc2)cc1OC,-5,.,4,-3%,-3%,8%,7%,2%,?,?
O=C(NC1CCCC1)C(=O)N(Cc1cccnc1)C(C(=O)NCC1CCCO1)c1ccco1 (configuration not stated),-7,0,-5,0%,-1%,3%,1%,?,5%,0
Cc1c(CC(=O)NCCCCCC(=O)O)c(=O)oc2c(C)c3oc4c(c3cc12)CCCC4,-36,1,-11,2%,2%,1%,-4%,1%,3%,3
COc1ccc(N(CC(=O)NCCSc2ccccn2)S(=O)(=O)c2ccc(C)cc2)cc1OC,-2,-3,2,-2%,7%,0%,-4%,-1%,0%,1
O=S(=O)(c1ccccc1)C1(S(=O)(=O)c2ccccc2)CCCC1,-3,-1,-6,.,0%,-1%,0%,1%,2%,8
COc1ccccc1Oc1ccccc1C(=O)O,-8,0,2,1%,-5%,-1%,4%,9%,-5%,-15
COc1ccc(C2=NN(C(=O)CSc3nc4ncc(Cl)cc4[nH]3)C(c3ccco3)C2)cc1 (configuration not stated),-7,1,-7,2%,-3%,24%,6%,4%,7%,3
Cc1ccc(O)c(Cn2nnc3ccccc32)c1,-4,.,0,4%,.,.,-13%,-4%,14%,-24
CCc1ccc(-c2nc(CS(=O)CC(=O)NCc3ccco3)c(C)o2)cc1 (configuration not stated),-5,0,8,-4%,-1%,0%,1%,-4%,-3%,18

# An excerpt from above, reduced to Giardia killer, hERG WT inh and TSHR antagonist.
Compound	Giardia killer	hERG WT inh	TSHR antagonist
Cc1ccc(-c2ccccc2NC(=O)CS(=O)CC(=O)Nc2ccc(C)c(Cl)c2)o1 (configuration not stated)	?	-11	-10
O=C(NC1CCCC1)C(=O)N(Cc1cccnc1)C(C(=O)NCC1CCCO1)c1ccco1 (configuration not stated)	0	-7	-5

# Later entries:
SMILES,hERG WT inh,FBPA coupling cs,TSHR antagonist,TCR activator,GALK inh,MLL CXXC-DNA inh,Chronic BCR inh,Tb PFK inh,AT treatment,Giardia killer
Cc1ccc(CNc2nc(C)cs2)cc1,5,0,5,-19%,17%,-3%,1%,1%,-2%,-14
Cc1ccccc1CSCc1ccc(C(=O)NCCCN2CCOCC2)o1,-1,-6,5,5%,1%,0%,-1%,5%,2%,0
O=C(O)c1ccc2c(=O)n(-c3ccccc3)c(=S)[nH]c2c1,-1,5,12,-2%,-2%,-6%,?,4%,9%,-27
CC(=O)Nc1ccc(OCC(=O)N(CC(C)C)C2CCS(=O)(=O)C2)cc1 (configuration not stated),-10,1,2,7%,6%,-14%,-8%,-3%,-6%,-6
Cc1ccc(C(=O)N(CCN(C)C)CC2CCCN(Cc3ccccc3F)C2)cc1C (configuration not stated),-15,-2,-3,.,3%,3%,-2%,-6%,2%,-8
Cc1cc(C)cc(NC(=O)CCNS(=O)(=O)c2ccc3c(c2)oc(=O)n3C)c1,1,-1,-11,-4%[46.1 µM],-3%,2%,1%,1%,-4%,-18
O=C(CSc1nnc2ccccn12)NC(=O)NC1CCCCC1,-3,3,21,-1%,0%,-2%,-17%,3%,0%,-7
O=C(NC(=S)NCc1ccccc1)c1cccnc1,-78*,5,13,-1%,1%,2%,?,2%,12%,-1
CC1CCN(CCCOc2ccc(OCc3ccccc3)cc2)CC1,16,0,14,7%,0%,0%,1%,-1%,0%,-10
Nc1cc(Cl)nc(N/N=C/c2c(O)ccc3ccccc23)n1,1,-4,-21,6%[46.1 µM],2%,9%,5%,0%,20%,-3

# Screening results as filed in PubChem.
